BAZ2B block: qHTS Assay for Inhibitors of BAZ2B; AlphaScreen BAZ2B-H3K14Ac peptide displacement; Bromodomain adjacent to zinc finger domain protein 2B (Homo sapiens), Q9UIF8; hit rate 4.4% among 360,000; AID 504333, 2011; Potency, µM (highest dose often 114 µM), for inactives: at the top dose activity change, negative = inhibition, hits mostly inhibitors; further: on the % scale 0 is the no-effect control and ±100 the full control effect; nearly all actives have a fitted effect of over 60% in size
Target sequence (Q9UIF8 whole entry, looked up, the tested form may be a part): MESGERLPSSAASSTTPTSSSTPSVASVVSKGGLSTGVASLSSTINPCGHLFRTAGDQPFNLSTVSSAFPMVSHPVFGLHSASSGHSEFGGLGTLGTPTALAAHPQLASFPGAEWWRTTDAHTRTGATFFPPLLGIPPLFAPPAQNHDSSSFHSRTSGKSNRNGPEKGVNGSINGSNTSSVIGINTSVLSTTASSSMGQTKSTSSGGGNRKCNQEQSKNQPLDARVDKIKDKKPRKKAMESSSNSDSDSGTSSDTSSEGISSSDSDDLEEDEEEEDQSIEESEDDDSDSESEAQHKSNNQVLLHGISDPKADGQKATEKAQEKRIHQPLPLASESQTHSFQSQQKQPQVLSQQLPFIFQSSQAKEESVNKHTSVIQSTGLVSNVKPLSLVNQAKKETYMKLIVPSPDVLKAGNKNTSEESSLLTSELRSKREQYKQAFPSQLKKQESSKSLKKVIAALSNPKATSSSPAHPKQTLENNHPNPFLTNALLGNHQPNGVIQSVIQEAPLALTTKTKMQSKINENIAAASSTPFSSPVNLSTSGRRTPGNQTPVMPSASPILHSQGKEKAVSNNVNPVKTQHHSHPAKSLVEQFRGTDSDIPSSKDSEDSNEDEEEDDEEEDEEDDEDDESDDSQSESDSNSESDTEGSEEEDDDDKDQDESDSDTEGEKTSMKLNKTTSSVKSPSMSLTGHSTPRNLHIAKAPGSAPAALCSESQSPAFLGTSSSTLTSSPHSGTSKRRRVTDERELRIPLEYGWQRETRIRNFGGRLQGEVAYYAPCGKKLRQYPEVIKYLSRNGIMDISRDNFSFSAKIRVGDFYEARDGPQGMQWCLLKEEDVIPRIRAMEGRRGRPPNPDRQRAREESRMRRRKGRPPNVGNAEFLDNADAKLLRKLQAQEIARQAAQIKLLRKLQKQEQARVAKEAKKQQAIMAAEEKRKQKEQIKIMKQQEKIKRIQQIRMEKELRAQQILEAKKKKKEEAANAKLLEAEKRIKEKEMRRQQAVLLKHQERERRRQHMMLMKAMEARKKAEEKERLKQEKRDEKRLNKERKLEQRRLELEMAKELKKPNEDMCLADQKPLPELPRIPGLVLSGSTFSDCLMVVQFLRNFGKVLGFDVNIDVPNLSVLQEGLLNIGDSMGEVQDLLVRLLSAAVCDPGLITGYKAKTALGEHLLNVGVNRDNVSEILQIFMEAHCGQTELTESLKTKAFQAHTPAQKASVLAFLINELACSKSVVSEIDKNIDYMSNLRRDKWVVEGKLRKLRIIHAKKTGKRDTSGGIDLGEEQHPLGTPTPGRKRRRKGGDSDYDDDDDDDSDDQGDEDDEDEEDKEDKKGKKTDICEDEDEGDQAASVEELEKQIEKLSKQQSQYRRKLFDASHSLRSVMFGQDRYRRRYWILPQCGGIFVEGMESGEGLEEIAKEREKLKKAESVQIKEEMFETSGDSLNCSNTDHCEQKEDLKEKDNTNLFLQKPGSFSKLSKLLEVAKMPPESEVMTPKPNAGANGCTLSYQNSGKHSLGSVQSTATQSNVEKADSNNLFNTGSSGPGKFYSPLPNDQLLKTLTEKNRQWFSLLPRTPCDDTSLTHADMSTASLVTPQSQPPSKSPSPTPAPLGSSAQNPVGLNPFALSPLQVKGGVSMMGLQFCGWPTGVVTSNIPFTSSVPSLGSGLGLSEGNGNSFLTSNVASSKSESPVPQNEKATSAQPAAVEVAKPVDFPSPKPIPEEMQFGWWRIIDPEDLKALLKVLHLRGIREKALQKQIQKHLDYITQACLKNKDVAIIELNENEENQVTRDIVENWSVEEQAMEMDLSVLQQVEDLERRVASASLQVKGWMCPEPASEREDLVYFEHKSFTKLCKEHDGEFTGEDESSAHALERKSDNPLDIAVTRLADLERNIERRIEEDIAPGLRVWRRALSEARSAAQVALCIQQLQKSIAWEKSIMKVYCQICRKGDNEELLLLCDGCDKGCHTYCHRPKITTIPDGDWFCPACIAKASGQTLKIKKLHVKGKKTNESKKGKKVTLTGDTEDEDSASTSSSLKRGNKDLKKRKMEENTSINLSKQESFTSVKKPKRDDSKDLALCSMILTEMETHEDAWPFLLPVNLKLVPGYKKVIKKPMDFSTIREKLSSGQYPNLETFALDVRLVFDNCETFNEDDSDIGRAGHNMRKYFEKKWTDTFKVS
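Complex of BAZ2B and biotin-H3K14Ac (50 nM apiece) forms over 30 min at RT, then faces library compounds up to 110 uM for another 30 min; AlphaScreen beads added, 20 min dark incubation, luminescence read.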
JMJD2A Tudor inh: qHTS Assay for Inhibitors of JMJD2A-Tudor Domain | AlphaScreen JMJD2A-Tudor / H3K4me3 peptide binding | Potency, µM (doses to about 114 µM), without a hit: top-dose activity change, negative = inhibition, most hits filed as inhibitors | AID 504339, 2011 | hit rate 4.4% among 390,000 | Lysine-specific demethylase 4A (Homo sapiens), O75164; further: on the % scale 0 is the no-effect control and ±100 the full control effect; nearly all actives have a fitted effect of over 50% in size
POLI inh: qHTS for Inhibitors of Polymerase Iota; Potency, µM (highest dose often 115 µM), for inactives: top-dose activity, negative = inhibition, hits mostly inhibitors; hit rate 1% among 390,000; Pol iota fluorescent replication assay, 10 min; DNA polymerase iota (Homo sapiens), Q9UNA4
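Fluorescent replication assay read twice, at 0 min and 10 min after adding 50 nM (final) substrate. Enzyme (10 nM) and compounds were first incubated 15 min at room temperature; enzyme-free buffer wells were negative controls.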
Pol eta inh: qHTS for Inhibitors of Polymerase Eta; DNA polymerase eta (Homo sapiens), Q9Y253; recombinant Pol eta, fluorescent DNA replication assay; hit rate 1.2% among 390,000; Potency, µM (series often up to 114 µM), without a hit: at the top dose activity change, negative = inhibition, usual class: inhibitors; further: on the % scale 0 is the no-effect control and ±100 the full control effect
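Pol eta at 10 nM preincubated with compounds 15 min at room temperature; reaction started with fluorescent substrate (50 nM final) and read kinetically at 0 and 10 min.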
Pol kappa inh: qHTS for Inhibitors of Polymerase Kappa; DNA polymerase kappa (Homo sapiens), Q9UBT6; purified Pol kappa, fluorescent DNA synthesis assay, 10 min; Potency, µM (series often up to 107 µM), without a hit: at the highest dose activity, negative = inhibition, usual class: inhibitors; hit rate 0.53% among 400,000; AID 588579, 2011; further: on the % scale 0 is the no-effect control and ±100 the full control effect
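Here, compound and 10 nM enzyme are combined for 15 min at room temperature; adding 50 nM substrate (final) starts DNA synthesis, tracked by fluorescence at 0 and 10 min against buffer-only wells.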
Pol beta inh: qHTS Assay for Inhibitors of DNA Polymerase Beta | P06746 | Pol beta primer extension/strand displacement, fluorescence kinetic | Potency, µM (series often up to 114 µM), for the others: top-dose activity change, negative = inhibition, most hits filed as inhibitors | hit rate 1.3% among 340,000 | AID 485314, 2010; further: on the % scale 0 is the no-effect control and ±100 the full control effect
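Pol beta (10 nM) was preincubated with compound for 15 min at room temperature. The reaction was then started with 50 nM substrate and read immediately and after a further 10 min at room temperature.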
G9a block: qHTS Assay for Inhibitors of Histone Lysine Methyltransferase G9a | Histone-lysine N-methyltransferase EHMT2 (Homo sapiens), Q96KQ7 | G9a H3K9 monomethylation, AlphaScreen, 2 h | Potency, µM (series often up to 102 µM), inactives show at the top dose activity, negative = inhibition, most hits filed as inhibitors | hit rate 8.8% among 350,000 | AID 504332, 2011; further: on the % scale 0 is the no-effect control and ±100 the full control effect; nearly all actives have a fitted effect of over 75% in size
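G9a (20 nM) was preincubated 15 min with compound, then reacted 2 h at room temperature with 500 nM biotin-H3K9 peptide and 20 µM SAM. Monomethyl-H3K9 detected by AlphaScreen using anti-H3K9me1 antibody.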
BLM helicase inh: qHTS Assay for Inhibitors of Bloom's syndrome helicase (BLM); RecQ-like DNA helicase BLM (Homo sapiens), P54132; recombinant BLM DNA unwinding, fluorescence dequenching; Potency, µM (top dose mostly 56.1 µM), without a hit: at the highest dose activity change, negative = inhibition, actives largely listed as inhibitors; hit rate 0.2% among 350,000;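 further: plate controls were vehicle for no effect and no enzyme for full effect; nearly all actives have a fitted effect of over 35% in size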
APEX1 inh: qHTS Assay for Inhibitors of the Human Apurinic/apyrimidinic Endonuclease 1 (APE1); DNA repair nuclease/redox regulator APEX1 (Homo sapiens), P27695; recombinant APE1, TAMRA/BHQ-2 abasic DNA cleavage fluorescence; Potency, µM (titrated, usually from 65.8 µM), for inactives: at the highest dose activity change, negative = inhibition, hits mostly inhibitors; hit rate 0.35% among 350,000;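 further: plate controls were vehicle for no effect and reference inhibitor for full effect; nearly all actives have a fitted effect of over 55% in size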
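Compound pre-exposure to 0.75 nM APE1, 15 min at ambient temperature. Reaction initiated with 50 nM TAMRA/BHQ-2 THF substrate, read immediately in kinetic mode, 525 nm excitation, 598 nm emission.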
* hit, by the source's call; ? = inconclusive; . = not tested or not shown; & = joins results of further samples; [ ] = another dose, or the depositor's remark. The call rests on the fitted dose curve; in most records, active means well fitted curve in the direction sought with a large enough effect; inconclusive means small, poorly fitted or top-dose-only effect, or another doubt; inactive means no such curve, though single readings can be large; an effect the other way counts as inactive or inconclusive. Potency means the concentration at half of the fitted maximal effect.

Keys: A = BAZ2B block; B = JMJD2A Tudor inh; C = POLI inh; D = Pol eta inh; E = Pol kappa inh; F = Pol beta inh; G = G9a block; H = BLM helicase inh; I = APEX1 inh
COc1ccc(CN2CCN(Cc3ccccc3C(F)(F)F)CC2)c(OC)c1
  A: 28µM*; B: 1.6µM*; C: 95%[activator]; D: -18%; E: -11%; F: -1%; G: 45µM*; H: -1%; I: 11%
CCOC(=O)c1c(NC(=O)CSc2cn(CCNC(=O)c3ccc(OC)c(OC)c3)c3ccccc23)sc2c1CCC2
  A: -30%; B: -33%; C: 11%; D: -22%; E: 1%; F: -6%; G: 2%[59 µM]; H: -6%; I: .
CN(C)CCNC(C(=O)Nc1cc(Cl)cc(Cl)c1)c1ccccc1 (stereo not given)
  A: -16%; B: -3%; C: 76%[activator]; D: -16%; E: -19%; F: 0%; G: 8%; H: -1%; I: -1%
COc1ccc(-c2cc(C(=O)N3CCCC3)c3ccccc3n2)cc1OC
  A: 2%; B: 10%; C: 14%; D: -10%; E: 3%; F: 3%; G: 47%; H: -1%; I: 15%
CCc1cc2c(NCc3ccco3)ncnc2s1
  A: 56µM*; B: ?; C: -12%; D: -5%; E: -20%; F: 13%; G: 45µM*; H: -2%; I: -6%
CCOc1cccc(C(=O)Nc2ccccc2C(=O)N2CCN(C)CC2)c1
  A: -1%; B: -10%; C: 12%; D: -7%; E: -10%; F: 38%; G: .; H: -3%; I: -6%
O=C(C1CCN(c2ncnc3c2nc2n3CCCCC2)CC1)N1CCN(c2ccccc2F)CC1
  A: -36%&-22%; B: -6%&-17%; C: -1%&4%; D: -21%&-12%; E: -17%&-12%; F: ?; G: -4%; H: -3%&-4%; I: 71%[activator]
O=C(Nc1ccc(Cl)cc1)N1CCC(c2nc(-c3ccc(F)cc3)no2)CC1
  A: 9%; B: -7%; C: -1%; D: -24%; E: -9%; F: 4%; G: 20%[59 µM]; H: -10%; I: -6%
COc1ccccc1C1C=C(c2ccc(C(C)C)cc2)Nc2nnnn21 (stereo not given)
  A: 4%; B: -23%; C: 13%; D: -13%; E: -12%[60.1 µM]; F: 12%; G: -27%[59 µM]; H: -1%; I: .
CCOc1ccc2nc(NCCNS(=O)(=O)c3ccccc3)c(C#N)cc2c1
  A: 5%; B: ?; C: 10%; D: 8%; E: 2%; F: 7%; G: 50µM*; H: -3%; I: -2%
CCC1CN(C(=O)C2CCN(S(=O)(=O)c3c(C)noc3/C=C/c3ccc(C)cc3)CC2)c2cc(C)ccc2O1 (stereo not given)
  A: 0%; B: -1%; C: 1%; D: -13%; E: 2%[60.1 µM]; F: -1%; G: 1%[59 µM]; H: -9%; I: .
CC(=O)OC(C)C1C2=C(C(=O)CC1(C)O)C(=O)c1c(ccc(-c3ccc4c(c3O)C(=O)C3=C(C4=O)C(C(C)OC(C)=O)C(C)(O)CC3=O)c1O)C2=O (stereo not given)
  A: .; B: ?; C: 30%; D: ?; E: -8%; F: .; G: .; H: .; I: .
Cc1cccc(C)c1NC(=S)N(Cc1ccco1)C1CCN(C(C)C)CC1
  A: -24%; B: 0%; C: 11%; D: -14%; E: 0%; F: 5%; G: -12%[59 µM]; H: -1%; I: 11%
CCN(CC)C(=O)CN1C(=O)C2CC=C(Cl)CC2C1=O (stereo not given)
  A: -19%; B: -5%; C: 23%; D: -5%; E: 0%; F: 0%; G: -33%[59 µM]; H: -1%; I: -2%
CCS(=O)(=O)N1CCC(C(=O)Oc2ccccc2)CC1
  A: -5%; B: -8%; C: 132%[activator]; D: -9%; E: -6%; F: 41%; G: .; H: -11%; I: 1%

As a short view, some entries already given.
Keys: A = BAZ2B block; B = JMJD2A Tudor inh; C = POLI inh; D = Pol eta inh; E = Pol kappa inh; F = Pol beta inh; G = G9a block; H = BLM helicase inh; I = APEX1 inh
COc1ccc(CN2CCN(Cc3ccccc3C(F)(F)F)CC2)c(OC)c1
  A: 28µM*; B: 1.6µM*; C: 95%[activator]; D: -18%; E: -11%; F: -1%; G: 45µM*; H: -1%; I: 11%
CCOC(=O)c1c(NC(=O)CSc2cn(CCNC(=O)c3ccc(OC)c(OC)c3)c3ccccc23)sc2c1CCC2
  A: -30%; B: -33%; C: 11%; D: -22%; E: 1%; F: -6%; G: 2%[59 µM]; H: -6%; I: .
CN(C)CCNC(C(=O)Nc1cc(Cl)cc(Cl)c1)c1ccccc1 (stereo not given)
  A: -16%; B: -3%; C: 76%[activator]; D: -16%; E: -19%; F: 0%; G: 8%; H: -1%; I: -1%
COc1ccc(-c2cc(C(=O)N3CCCC3)c3ccccc3n2)cc1OC
  A: 2%; B: 10%; C: 14%; D: -10%; E: 3%; F: 3%; G: 47%; H: -1%; I: 15%
CCc1cc2c(NCc3ccco3)ncnc2s1
  A: 56µM*; B: ?; C: -12%; D: -5%; E: -20%; F: 13%; G: 45µM*; H: -2%; I: -6%
CCOc1cccc(C(=O)Nc2ccccc2C(=O)N2CCN(C)CC2)c1
  A: -1%; B: -10%; C: 12%; D: -7%; E: -10%; F: 38%; G: .; H: -3%; I: -6%
O=C(C1CCN(c2ncnc3c2nc2n3CCCCC2)CC1)N1CCN(c2ccccc2F)CC1
  A: -36%&-22%; B: -6%&-17%; C: -1%&4%; D: -21%&-12%; E: -17%&-12%; F: ?; G: -4%; H: -3%&-4%; I: 71%[activator]

A draw from above in order of heavy-atom count, falling.
Keys: A = BAZ2B block; B = JMJD2A Tudor inh; C = POLI inh; D = Pol eta inh; E = Pol kappa inh; F = Pol beta inh; G = G9a block; H = BLM helicase inh; I = APEX1 inh
COc1ccc(CN2CCN(Cc3ccccc3C(F)(F)F)CC2)c(OC)c1
  A: 28µM*; B: 1.6µM*; C: 95%[activator]; D: -18%; E: -11%; F: -1%; G: 45µM*; H: -1%; I: 11%
Cc1cccc(C)c1NC(=S)N(Cc1ccco1)C1CCN(C(C)C)CC1
  A: -24%; B: 0%; C: 11%; D: -14%; E: 0%; F: 5%; G: -12%[59 µM]; H: -1%; I: 11%
CCS(=O)(=O)N1CCC(C(=O)Oc2ccccc2)CC1
  A: -5%; B: -8%; C: 132%[activator]; D: -9%; E: -6%; F: 41%; G: .; H: -11%; I: 1%

The listing continues:
Keys: A = BAZ2B block; B = JMJD2A Tudor inh; C = POLI inh; D = Pol eta inh; E = Pol kappa inh; F = Pol beta inh; G = G9a block; H = BLM helicase inh; I = APEX1 inh
Cc1cc(C)c(C)c(S(=O)(=O)N2CCN(C(=O)CCc3nc4ccccc4c(=O)[nH]3)CC2)c1C
  A: -14%; B: -26%; C: 22%; D: -21%; E: 1%; F: -1%; G: 23%[12.7 µM]; H: -6%; I: -18%
O=c1oc2ccccc2c(NC2CCCCC2)c1NS(=O)(=O)c1ccc(F)c(Cl)c1
  A: -19%; B: -22%; C: 14%; D: -4%; E: -12%; F: 5%; G: 47%; H: 0%; I: 45%
CC(C)(C)c1ccc(C(=O)NC(=S)NCC2CCCO2)cc1 (stereo not given)
  A: -30%; B: -15%; C: 32%[activator]; D: -20%; E: 3%; F: 1%[57.1 µM]; G: 40µM*; H: -7%; I: 2%
O=C(NCc1ccccc1)[C@H]1C[C@@H]1[C@H](NP(=O)(c1ccccc1)c1ccccc1)c1ccccc1
  A: 4%; B: -15%; C: -8%; D: -10%; E: -8%; F: 6%; G: 28µM*; H: -5%&-5%; I: ?
CS(=O)(=O)N(CC(=O)NC1CCCC1)c1ccc(Oc2ccccc2)cc1
  A: 6%; B: -10%; C: -2%; D: -19%; E: 15%; F: -14%; G: .; H: -4%; I: 5%
CCCCNC(=O)CCCCC(=O)N/N=C/c1ccccc1Cl
  A: 2%; B: 8%; C: 22%; D: ?; E: -1%; F: 26%; G: 14%[59 µM]; H: -11%; I: 5%
CC(=O)N1CCC[C@@]2(CCN(Cc3nccs3)C2)C1
  A: .; B: .; C: .; D: .; E: 8%[60.1 µM]; F: .; G: 9%[12.7 µM]; H: -4%; I: 0%
CCN1C(=O)OC2(CCCCC2)C1(C)O (stereo not given)
  A: 1%; B: .; C: .; D: .; E: .; F: -1%; G: -7%[59 µM]; H: 1%; I: 1%
CCOC(=O)c1cc(NC(=O)c2cc(C)on2)cc(C(=O)OCC)c1
  A: 10%; B: -3%; C: 0%; D: -16%; E: -9%; F: 4%; G: 0%[12.7 µM]; H: -1%; I: 2%
Oc1ccc2ccccc2c1/C=C/c1ccc2c(Br)cc(Br)c(O)c2n1
  A: .; B: -20%; C: 5%; D: 0%; E: -16%; F: .; G: .; H: .; I: .
CCN1CCN(c2ccc(S(=O)(=O)N3CCCCC3)cc2NC(=O)c2cccc(C)c2[N+](=O)[O-])CC1
  A: -35%; B: -34%; C: 25%; D: -10%; E: 1%; F: .; G: 50µM*; H: .; I: 2%
COc1ccc(CN2CCNC(=O)C2CC(=O)NCCN2CCCCC2=O)c(F)c1 (stereo not given)
  A: -1%; B: -6%; C: -2%; D: -9%; E: -16%; F: 14%; G: .; H: 1%; I: -8%

A portion of the library; the hit share may differ from the screen's.
